Bioassay records as filed in PubChem.
GSIS activator = GLuc luminescence reporter in INS-1E cells, primary screen for activators of glucose-dependent secretion of insulin | INS-1E GLuc reporter insulin secretion, 2-3 h | activation, % at 16.6 µM | 0.61% of 370,000 active | AID 743287;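 active means lowest replicate activation of at least 40%, so every replicate reaches that level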;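 further: 0% = median of neutral control wells and 100% = median of IBMX positive control wells; some compounds called inactive have numbers as strong as hits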
RAD54 branch = blocks human RAD54 Holliday junction branch migration | Q92698 | FAM/BHQ fluorescence | 0.14% of 360,000 active | inhibition, % at 10.4 µM;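 active means mean normalized replicate activity at least 40 and at least half of replicates scoring 40 or more; inconclusive means only one of the two criteria met; inactive means mean below 40 and under half of replicates reaching 40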;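 further: 0% = median of neutral control wells and 100% = median of positive control wells; inhibitors cause a drop in the FAM fluorescence signal; in these data hits start at about 50%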
Target sequence (Q92698 whole entry, looked up): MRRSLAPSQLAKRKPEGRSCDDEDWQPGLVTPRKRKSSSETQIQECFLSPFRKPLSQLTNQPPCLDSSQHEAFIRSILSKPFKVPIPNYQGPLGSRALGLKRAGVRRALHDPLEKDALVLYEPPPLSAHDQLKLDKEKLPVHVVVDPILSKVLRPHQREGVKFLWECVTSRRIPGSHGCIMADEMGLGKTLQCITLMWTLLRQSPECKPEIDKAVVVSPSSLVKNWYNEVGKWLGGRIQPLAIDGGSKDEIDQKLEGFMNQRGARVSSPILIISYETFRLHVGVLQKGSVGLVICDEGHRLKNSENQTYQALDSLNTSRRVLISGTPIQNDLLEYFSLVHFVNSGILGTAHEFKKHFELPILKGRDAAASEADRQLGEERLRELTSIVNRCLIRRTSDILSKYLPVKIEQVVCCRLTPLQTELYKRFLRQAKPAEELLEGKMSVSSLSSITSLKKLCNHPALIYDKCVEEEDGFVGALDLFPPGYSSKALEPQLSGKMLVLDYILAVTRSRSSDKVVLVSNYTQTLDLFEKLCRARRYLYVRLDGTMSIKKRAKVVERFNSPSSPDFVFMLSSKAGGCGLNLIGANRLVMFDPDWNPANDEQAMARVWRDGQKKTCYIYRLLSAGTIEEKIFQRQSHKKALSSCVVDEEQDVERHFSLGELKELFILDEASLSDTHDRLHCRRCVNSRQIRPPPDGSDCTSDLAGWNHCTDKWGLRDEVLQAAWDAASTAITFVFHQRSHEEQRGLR
E-sel inducer = E-selectin induction on HUVECs; HUVEC E-selectin immunofluorescence imaging; normalized: neutral wells 0, TNF-alpha wells 100; activation, % at 7.58 µM; 0.37% of 260,000 active; AID 686992;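 active means mean E-selectin-positive cell signal at least 10% of the positive control, reached in at least 60% of replicates, without over 20% cell loss; inconclusive means no rule given, readout overlaps actives, possibly toxicity-flagged; inactive means the rest, including those meeting only one limit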;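 further: in these data hits start at about 27%; measured in HUVEC primary endothelial cells; signal is the percent of cells scored E-selectin positive by PE staining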
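Test system: HUVEC | Signal: Immunofluorescence imaging | Read-out: Percent E-selectin-positive cells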
F508del corr = correctors of CFTR F508del function in bronchial epithelial cells | CFBE cells, YFP halide quenching; stimulated with forskolin plus potentiator P3; % fluorescence drop versus neutral controls | 0.36% of 350,000 active | activity (quench increase), % at 7.58 µM | AID 720511;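 active means mean added fluorescence quench of at least 8% versus neutral control, with both replicates also reaching 8%; inconclusive means only one of the mean or replicate conditions met; inactive means mean below 8% and not both replicates reaching 8%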;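 further: cells transiently co-express mutant CFTR-F508del with the halide-sensitive YFP; corrector assay measuring rescue of mutant channel to the surface after 24 h compound exposure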
RAD52 anneal inh = inhibitors of human RAD52 DNA annealing; P43351; recombinant RAD52 DNA annealing, FRET fluorescence; inhibition, % at 18.7 µM; 0.46% of 360,000 active;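 active means every replicate showing at least 50% inhibition; inconclusive means mean inhibition at least 50% but not in every replicate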
DENV2 CPE = protects cells from dengue virus 2 cytopathic effect | DENV2-infected cells, cytopathic effect rescue, plate reader | CPE inhibition, % at 9.99 µM | 1.7% of 350,000 active | AID 651640; in the data active means CPE inhibition above about 20%, passing the limit was not always enough; inconclusive means no clear call, values can overlap the other calls; tested in BHK-21 cells;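 further: 0% = median of neutral control wells and 100% = median of positive control wells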
CASP6 VEID inh = caspase-6 (human) enzyme inhibition; P55212; purified caspase-6, Z-VEID-R110 cleavage fluorescence; inhibition, % at 12.5 µM; 0.53% of 350,000 active;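 active means mean inhibition across replicates at least about 35%, with every replicate also reaching that limit, limit read from the data; inconclusive means only one of the two criteria met; inactive means neither criterion met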;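 further: 0% = median of neutral control wells and 100% = no fluorescence left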
Target sequence (P55212 24-179 limits assumed): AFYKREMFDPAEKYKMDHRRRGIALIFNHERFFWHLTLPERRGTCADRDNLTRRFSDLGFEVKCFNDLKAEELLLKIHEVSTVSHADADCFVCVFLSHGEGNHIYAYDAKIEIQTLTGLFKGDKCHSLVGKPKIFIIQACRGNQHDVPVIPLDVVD
Target sequence (P55212 194-293 limits assumed): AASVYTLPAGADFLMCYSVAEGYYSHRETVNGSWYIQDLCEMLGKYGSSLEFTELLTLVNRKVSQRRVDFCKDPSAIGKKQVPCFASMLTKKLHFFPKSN
Xi reactivation = reactivates the inactive X chromosome in mouse fibroblasts; XiGFP mouse fibroblasts, % GFP-positive cells imaging, 3 d; cells co-treated with 5-aza-dC sensitizer; scaled so ellipticine positive control = 100%; activation, % at 7.58 µM; 0.055% of 360,000 active;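 active means mean normalized replicate activation at least 10% and every replicate at or above 10%; inconclusive means only one of the two criteria met; inactive means mean below 10% and not all replicates reach 10%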;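 further: 0% = median of on-plate neutral control wells and 100% = ellipticine 6 µM median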
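Material: XiGFP fibroblasts, SV40-immortalized. Buffer or medium: DMEM plus 5-aza-dC sensitizer. Compound: single concentration per compound, delivered by pin transfer. Times: 3 days compound exposure. Controls: ellipticine 6 µM.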
The depositor's hits bear a star; u = inconclusive; x = not tested or not shown; & = joins results of further samples.

Values run as follows: DENV2 CPE | Xi reactivation | F508del corr | RAD52 anneal inh | RAD54 branch | E-sel inducer | CASP6 VEID inh | GSIS activator
> COc1ccc(S(=O)(=O)Nc2ccc3c(c2)C(=O)N([C@H](C)CO)C[C@H](C)[C@@H](CN(C)C(=O)Nc2ccc(F)cc2)OCCCC[C@H](C)O3)cc1
    8&-3 | -0.1&0.1 | 1.9&-3.8 | 8&30 | 13 | -0.2 | 1&2 | -32&6
> CCN(CC)S(=O)(=O)c1ccc(Cl)c(NC(=O)COc2ccc3c(C)cc(=O)oc3c2)c1
    0 | 0.7 | 2.9 | -7 | -9 | 0.2 | -5 | x
> COc1ccccc1CN1C[C@@H](C)[C@@H](OC)CN(C)C(=O)c2cc(NC(C)=O)ccc2OC[C@H]1C
    3 | 0.1 | -3.4 | 0 | 1 | 0.3 | x | 3
> O=C(N/C(=C\c1ccc(Br)cc1)C(=O)N1CCOCC1)c1ccccc1Cl
    -2 | -0.2 | 1.6 | -3 | -10 | -0.1 | -3 | -6
> O=C(Nc1cc(C(F)(F)F)ccc1-n1cncn1)c1ccc(F)cc1Cl
    u | 0.0 | -10 | -12 | 8 | -0.2 | 2 | 9
> O=S(=O)(NN=Cc1ccc(O)cc1O)c1cc(Cl)c(Cl)cc1Cl
    16 | 0.1 | 4.1 | -17 | -2 | 0.2 | 4 | -6
> CCOC(=O)[C@]12CCC=C1N(Cc1ccc(Cl)cc1Cl)C(=O)[C@H](CC(=O)N1CCN(C(=O)c3ccco3)CC1)C2
    u | 0.3 | 3.2 | -10 | x | x | 4 | x
> CCN1CCN(c2ccc(S(=O)(=O)N3CCOCC3)cc2NC(=O)c2ccc(Cl)cc2Cl)CC1
    -2 | 0.0 | -1.5 | -19 | 1 | -0.7 | 1 | -14
> COC(=O)[C@H](CC(C)C)NC(=O)Nc1ccc2c(c1)OCCO2
    2 | x | 0.3 | 2 | x | x | 0 | 6
> CCOc1ccc(S(=O)(=O)NCCC(=O)NC2CCC(C)CC2)cc1 (stereo not given)
    3 | 0.2 | -1.1 | -12 | -1 | 0.3 | 5 | x
> COc1cccc(OC)c1C(=O)Nc1ccc2c(c1)CCCN2S(=O)(=O)c1ccc(C)cc1
    12 | 0.2 | 3.0 | -4 | -16 | x | 0 | 24
> C[C@@H]1CN([C@@H](C)CO)C(=O)c2cc(NC(=O)Nc3cccc4ccccc34)ccc2O[C@@H](C)CCCCO[C@H]1CN(C)C(=O)Nc1ccccc1
    3 | 0.4 | -5.1 | 26 | -2 | 4.8 | 2 | -11
> COc1cccc(C(=O)NNC(=O)Cc2cccs2)c1
    x | 0.0 | -2.3 | -4 | x | x | 0 | 3
> COC(=O)CC1(C(=O)OC)Oc2ccccc2C(=O)N1c1ccc(F)cc1F (stereo not given)
    -2 | 0.0 | 0.5 | -7 | x | x | 0 | x
> Cc1ccn2cc(CNS(=O)(=O)c3cccs3)nc2c1
    0 | 0.2 | 2.7 | -26 | x | x | -1 | -8
> COc1ccc(NC(=O)CCCn2nc(C)c3c(C)n(-c4ccccc4)nc3c2=O)cc1
    -6 | -0.1 | 2.7 | 0 | -1 | 0.0 | 10 | 9
> O=C(OCCCc1cc2ccccc2c(=O)o1)c1ccco1
    -1 | -0.3 | -0.8 | -2 | 5 | -0.1 | -1 | 10
> Cc1nc(-c2ccccn2)nc(SCC(=O)N2CCOCC2)c1Cl
    -2 | 0.1 | 0.5 | -16 | 2 | x | -1 | x
> COc1ccc(/C=C(/NC(=O)c2ccco2)C(=O)Nc2cccc(C(=O)O)c2)cc1
    3 | 0.2 | -2.1 | -21 | -8 | -0.1 | 0 | -3
> Cc1cccc(S(=O)(=O)N(C)C[C@@H]2OCc3cnnn3CCCC(=O)N([C@@H](C)CO)C[C@@H]2C)c1
    -10&4&-6 | 0.0&-0.3 | 1.7&2.2&-1.3 | -6&7&-20 | -12&-1&7 | -0.2&-0.1 | -2&1&-1 | 10&0
> CC1(C(=O)Nc2ccccc2F)CCN1C(=O)Cc1ccc(-c2ccccc2)cc1 (stereo not given)
    1 | 0.0 | 1.0 | -20 | -20 | 0.0 | -1 | -5
> C[C@@H]1CN([C@H](C)CO)S(=O)(=O)c2ccc(Br)cc2O[C@H]1CN(C)C(=O)Nc1ccc(F)cc1
    -5&-7 | 4.7 | -3.3&1.0 | -5&8 | 3&4 | u | 0&4 | -10&-8
> COCC(=O)N1[C@@H]2c3ccc(C4=CCCCC4)c(=O)n3C[C@@H]2[C@@H](CO)[C@@H]1C(=O)N1CCCCC1
    -6 | 0.5 | 0.5 | -3 | 3 | -0.2 | 2 | 2
> O=c1nc(Nc2ccccc2)oc2ccccc12
    -2 | -0.1 | -2.1 | -13 | 3 | x | 0 | -10
> CCN(CC)CCC(=O)N1c2ccccc2Sc2ccc(NC(=O)OC)cc21
    2 | -0.1 | -3.1 | -18 | 1 | -1.0 | 1 | 4
> CC(NCc1cccnc1)c1ccccc1 (stereo not given)
    0 | -0.1 | 2.0 | -21 | 6 | x | -3 | 17
> COCCN(C(=O)CCC(=O)Nc1cc(C)on1)C(C(=O)NC1CCCC1)c1ccccc1C (stereo not given)
    -3 | 0.2 | -0.3 | -5 | x | x | 1 | 14
> CC1CCC(C(C)C)C(OC(=O)CSc2nc(N)cc(=O)[nH]2)C1 (stereo not given)
    -1 | x | 1.1 | -3 | 9 | x | 1 | 6
> COc1ccc(NC(=O)c2sccc2-n2cccc2)cc1
    -9 | 0.0 | -1.4 | -27 | 4 | 5.9 | -3 | 3
> C[C@@H]1CCCCO[C@@H](CN(C)Cc2ccccc2)[C@@H](C)CN([C@H](C)CO)C(=O)c2cc(NC(=O)Nc3ccc(C(F)(F)F)cc3)ccc2O1
    -11 | 0.3 | -2.5 | 3 | -6 | 1.1 | 1 | 9

3 compounds picked at random from the list so far:
Values run as follows: DENV2 CPE | Xi reactivation | F508del corr | RAD52 anneal inh | RAD54 branch | E-sel inducer | CASP6 VEID inh | GSIS activator
> COc1ccccc1CN1C[C@@H](C)[C@@H](OC)CN(C)C(=O)c2cc(NC(C)=O)ccc2OC[C@H]1C
    3 | 0.1 | -3.4 | 0 | 1 | 0.3 | x | 3
> O=c1nc(Nc2ccccc2)oc2ccccc12
    -2 | -0.1 | -2.1 | -13 | 3 | x | 0 | -10
> COc1ccc(/C=C(/NC(=O)c2ccco2)C(=O)Nc2cccc(C(=O)O)c2)cc1
    3 | 0.2 | -2.1 | -21 | -8 | -0.1 | 0 | -3

Additional results:
Values run as follows: DENV2 CPE | Xi reactivation | F508del corr | RAD52 anneal inh | RAD54 branch | E-sel inducer | CASP6 VEID inh | GSIS activator
> O=C(NC1CCN(Cc2ccccc2)CC1)c1cccc(S(=O)(=O)Nc2ccc(Br)cc2)c1
    -3 | -0.1 | 0.1 | -35 | -8 | x | -160 | -20
> C[C@H](CO)N1C[C@H](C)[C@H](CN(C)C(=O)Nc2ccc3c(c2)OCO3)Oc2ncc(C#Cc3ccc(F)cc3)cc2C1=O
    -4 | 0.4 | -2.0 | -12 | -2 | -0.1 | 4 | -17
> C[C@@H]1CN([C@H](C)CO)C(=O)c2cc(C3=CCCCC3)cnc2O[C@@H]1CN(C)Cc1ccc(C(=O)O)cc1
    2 | -0.1 | -2.0 | -8 | 2 | 0.6 | 1 | 6
> COc1cccc(C(=O)NC2CCNCC2)c1
    u | -0.1 | 3.5 | -6 | 0 | -0.3 | -1 | -2
> O=C(Cc1ccccc1)Nc1ncccc1Cl
    5 | -0.1 | -1.3 | 0 | 9 | 3.4 | 1 | 19
> CC(C)NC(=O)N(C)C[C@H]1OCCCC[C@@H](C)Oc2ccc(NC(=O)NC3CCCCC3)cc2C(=O)N([C@H](C)CO)C[C@@H]1C
    2 | -0.1 | -0.5 | 16 | 1 | 0.0 | 0 | 10
> O=C(O)c1cccc(S(=O)(=O)N(Cc2ccccc2)c2ccc(Cl)cc2)c1
    0 | 0.0 | -0.9 | -14 | -12 | 0.1 | 26 | 0
> COC(=O)c1ccc(COc2ccc(C)c(C)c2)o1
    -9 | 0.0 | -6.3 | 5 | -5 | 0.9 | 1 | 16
> Cc1ccc(N=C2SCCCN2C(=O)C2=COCCO2)cc1Cl
    u | -0.1 | -0.9 | -18 | 5 | -1.3 | 0 | -9
> COc1ccc(Br)cc1/C=N/n1c(C)nc2ccccc2c1=O
    5 | 0.0 | -0.6 | -5 | 5 | 1.3 | -1 | 10

An excerpt of the results above, as a working copy:
Values run as follows: DENV2 CPE | Xi reactivation | F508del corr | RAD52 anneal inh | RAD54 branch | E-sel inducer | CASP6 VEID inh | GSIS activator
> COc1cccc(C(=O)NC2CCNCC2)c1
    u | -0.1 | 3.5 | -6 | 0 | -0.3 | -1 | -2
> O=C(Cc1ccccc1)Nc1ncccc1Cl
    5 | -0.1 | -1.3 | 0 | 9 | 3.4 | 1 | 19
> CC(C)NC(=O)N(C)C[C@H]1OCCCC[C@@H](C)Oc2ccc(NC(=O)NC3CCCCC3)cc2C(=O)N([C@H](C)CO)C[C@@H]1C
    2 | -0.1 | -0.5 | 16 | 1 | 0.0 | 0 | 10

The results go on:
Values run as follows: DENV2 CPE | Xi reactivation | F508del corr | RAD52 anneal inh | RAD54 branch | E-sel inducer | CASP6 VEID inh | GSIS activator
> Cc1cc(C(=O)CN2CCC(C)CC2)c(C)n1-c1ccc(F)cc1
    -3 | 0.3 | x | -7 | x | x | 2 | -2
> Cc1ccc(S(=O)(=O)N[C@H]2CC[C@H](CCn3cc(C4CCCCC4)nn3)O[C@H]2CO)cc1
    18 | -0.1 | 1.6 | -2 | -2 | 0.3 | 1 | 10
> COc1cccc(CC(=O)OCC(=O)NCc2ccc3c(c2)OCO3)c1
    1 | 0.0 | -1.2 | -8 | 4 | 0.0 | -2 | 1
> COC(=O)/C(C#N)=C/c1c[nH]c2ccccc12
    9 | 0.1 | 0.2 | 2 | x | 0.1 | -2 | 25
> CC(=O)c1ccc(N(C(=O)c2ccco2)C(C(=O)NC2CCCC2)c2cccs2)cc1 (stereo not given)
    u | 0.0 | 2.2 | -15 | 1 | -0.1 | 1 | 0
> O=C(c1cc(=O)[nH]c2ccccc12)N1CCN(S(=O)(=O)c2ccc(Cl)cc2)CC1
    -4 | 0.4 | 0.5 | -15 | -13 | -1.4 | 5 | -5
> CC(C)CCn1c2ccccc2c2cc(CC(N)=O)ccc21
    29* | 0.2 | -6.5 | 2 | x | 0.1 | 1 | 5
> O=c1c2[nH]cnc2n(-c2cccc(F)c2)c(=O)n1Cc1ccccc1
    -4 | 0.0 | -1.0 | -12 | 1 | -0.2 | -1 | 29
> CCCCNC(=O)c1onc(CSc2ccccc2F)c1C(=O)O
    u | 0.6 | -1.7 | -41 | -1 | -0.1 | 1 | -5
> Cc1cccc(C)c1NC(=O)Cc1cccs1
    -1 | 0.0 | 1.5 | -6 | -7 | -0.1 | 4 | 1
> Nc1ccc(C(=O)c2ccccc2C(=O)O)cc1Cl
    x | x | 0.9 | -14 | 0 | x | 15 | 7
> Cc1cccc(-c2nc(-c3ccncc3)no2)c1
    11 | 0.0 | 0.2 | -13 | -2 | x | -1 | 10
> COc1ccc(CNC(=O)c2cc3c(c(-c4cccc(-c5ccc(C#N)cc5)c4)n2)[C@@H](CCO)N([S@](=O)C(C)(C)C)C3)cc1
    8 | -0.1 | 12* | 40 | 3 | 3.3 | -4 | 4

An unsorted share of the library. About 3.7% of those tested had a hit in this group.
